PglD inh: PglD (C. jejuni) enzyme inhibition. purified PglD enzyme, DTNB colorimetric CoA detection. 0.098% of 360,000 active. inhibition, % at 12.5 µM; in the data active = inhibition above about 16%, passing the limit was not always enough; also: strong numbers were not always called active
Cneo AK release: causes C. neoformans cell lysis. adenylate kinase release luminescence, 4 h; normalised: neutral wells 0, clomiphene wells 100. lysis activity, % at 15 µM. 0.2% of 360,000 active. AID 651654;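 active = mean lysis activity across replicates of at least 80%, whatever share of replicates individually reach that level; inactive = mean lysis activity below 80%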
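Test system: log-phase Cryptococcus neoformans yeast cells. Input: 5 × 10^6 yeast cells/mL. Medium: fresh YPD growth medium. Doses: single dose. Incubation: static 4 h at 37 °C with compound, 1 h detection. Measured by: luminescent adenylate kinase detection reagent. Read-out: signal increase indicating cell lysis. Benchmarks: Clomiphene.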
PAX8 reporter: inhibitors of PAX8 transcriptional activity in RMG-I cells; RMG-I TPO-luciferase reporter, SteadyGlo, 24 h; inhibition, % at 12.6 µM; 1.2% of 360,000 active;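 active = mean replicate inhibition at least 60% with every replicate also reaching 60%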;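 also: luciferase light reporting Pax8 driven TPO promoter activity; plate controls were median of neutral control wells for no effect and mitoxantrone controls for full effect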
PGC1a acetyl inh: lowers PGC1a acetylation signal in U2OS cells | AlphaScreen anti-acetyl-lysine; with virally co-expressed GCN5 acetyltransferase | inhibition, % at 15.6 µM | 0.17% of 350,000 active;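 active = every replicate shows inhibition of at least 40%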;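 also: 0% = neutral control wells and 100% = positive control wells; some results beyond the cut were filed as inactive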
INS-1E GSIS act: primary screen for activators of insulin secretion dependent on glucose, INS-1E cells, GLuc reporter luminescence; INS-1E GLuc reporter insulin secretion, 2-3 h; activation, % at 16.6 µM; 0.61% of 370,000 active;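 active = lowest replicate activation of at least 40%, so every replicate reaches that level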;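 also: 0% = median of neutral control wells and 100% = median of IBMX positive control wells; some compounds called inactive have numbers as strong as hits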
ARNT-TACC3 inh: disrupts binding between human ARNT and TACC3; AlphaScreen His-ARNT PAS-B/GST-TACC3 binding, luminescence; TACC3 fragment carries E629A point mutation; inhibition, % at 9.99 µM; 0.66% of 390,000 active;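 active = mean inhibition of replicates at least 50% and at least half of replicates each reaching 50%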;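 also: 0% = complete ARNT plus TACC3 wells and 100% = ARNT alone without TACC3; many hits fall short of the cut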
LGR2 inh: Drosophila LGR2 receptor signaling inhibition; HEK293 LGR2, CRE-luciferase, bursicon-stimulated, 4 h; inhibition, % at 9.99 µM; 0.35% of 380,000 active; AID 720647;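 active = drop in luminescence signal, shown as inhibition above about 50% in the replicate tests, limit read from the data, passing the limit was not always enough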;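 also: agonist challenge used bursicon conditioned medium at about half maximal strength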
Statin myotox sup: suppression of simvastatin myotoxicity | 0.78% of 330,000 active | C2C12 myotubes + simvastatin, ATP luminescence, 48 h; scaled: DMSO 0, geranylgeraniol control 100 | rescue of ATP level, % at 7.49 µM | AID 602340;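 active = mean ATP rescue above about 67%, or every replicate alone reaching that limit, limit read from the data, passing the limit was not always enough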;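 also: myotubes were challenged with 10 µM simvastatin during compound exposure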
* = called active by the depositor; . = no result given. No enrichment for hits (roughly 2.9% active in at least one column).

SMILES	PglD inh	Cneo AK release	PAX8 reporter	PGC1a acetyl inh	INS-1E GSIS act	ARNT-TACC3 inh	LGR2 inh	Statin myotox sup
C/C=C/c1cnc2c(c1)C(=O)N([C@@H](C)CO)C[C@H](C)[C@H](CN(C)C(=O)c1ccc3c(c1)OCO3)O2	-2	4	.	-3	19	-7	-4	17
CCN(CC)c1nc(Nc2ccc([N+](=O)[O-])cc2)nc(N(CC)CC)n1	-2	-1	8	.	-7	3	16	-52
O=C(NCCN1CCOCC1)C1CCN(S(=O)(=O)c2ccccc2)CC1	1	-2	2	11	4	.	15	4
O=C(NN=C1CCCC1)c1ccccc1OCc1ccc(Cl)cc1	.	.	-2	6	0	-4	3	.
CCCNC(=O)Cn1c(=O)oc2cc(S(=O)(=O)N3CCCC3)ccc21	1	-2	5	25	-12	-5	-5	-6
CC1Sc2ccc(S(=O)(=O)CCC(=O)N3CCN(c4cccc(Cl)c4)CC3)cc2NC1=O (stereo unspecified)	-3	0	36	.	3	3	12	33
Cc1cccc(C)c1NC(=O)CCn1cnc2ccccc2c1=O	.	.	-21	.	18	-5	0	.
CC(C)(C)C(=O)Nc1nnc(-c2ccncc2)o1	.	.	-13	.	-2	31	4	.
C[C@H](CO)N1C[C@H](C)[C@@H](CN(C)S(=O)(=O)c2ccc(Cl)cc2)OCc2ccccc2-c2ccccc2C1=O	15	-1	14	-20	-17	5	4	9
COc1ccccc1CNC(=O)C1CCN(S(=O)(=O)c2cccc([N+](=O)[O-])c2)CC1	2	3	5	.	8	12	2	7

An excerpt from above in order of heavy-atom count, descending:
SMILES	PglD inh	Cneo AK release	PAX8 reporter	PGC1a acetyl inh	INS-1E GSIS act	ARNT-TACC3 inh	LGR2 inh	Statin myotox sup
C[C@H](CO)N1C[C@H](C)[C@@H](CN(C)S(=O)(=O)c2ccc(Cl)cc2)OCc2ccccc2-c2ccccc2C1=O	15	-1	14	-20	-17	5	4	9
CC1Sc2ccc(S(=O)(=O)CCC(=O)N3CCN(c4cccc(Cl)c4)CC3)cc2NC1=O (stereo unspecified)	-3	0	36	.	3	3	12	33
COc1ccccc1CNC(=O)C1CCN(S(=O)(=O)c2cccc([N+](=O)[O-])c2)CC1	2	3	5	.	8	12	2	7
O=C(NCCN1CCOCC1)C1CCN(S(=O)(=O)c2ccccc2)CC1	1	-2	2	11	4	.	15	4
CCCNC(=O)Cn1c(=O)oc2cc(S(=O)(=O)N3CCCC3)ccc21	1	-2	5	25	-12	-5	-5	-6
Cc1cccc(C)c1NC(=O)CCn1cnc2ccccc2c1=O	.	.	-21	.	18	-5	0	.

Later entries
SMILES	PglD inh	Cneo AK release	PAX8 reporter	PGC1a acetyl inh	INS-1E GSIS act	ARNT-TACC3 inh	LGR2 inh	Statin myotox sup
CC1CCN(C(=O)c2ncn(C)c2C(=O)N2CCC(C)CC2)CC1	4	1	-9	8	.	-17	.	1
C[C@H](CO)N1C[C@H](C)[C@H](CN(C)Cc2ccc3c(c2)OCO3)OCCCC[C@H](C)Oc2ccc(NS(=O)(=O)c3ccc(F)cc3)cc2C1=O	-5	33	19	-4	-13	0	2	.
CCOC(=O)C1=C(CS(=O)(=O)c2ccc(F)cc2)NC(=O)NC1c1ccc(O)c(O)c1 (stereo unspecified)	0	-1	-8	22	20	-3	7	5
O=C(N[C@H]1C=C[C@H](CC(=O)N2CCOCC2)O[C@H]1CO)c1ccccn1	3	0	-19	-4	8	-11	3	-8
COC(=O)c1cccc(NC(=O)COc2cccc([N+](=O)[O-])c2)c1	.	.	-24	.	-3	6	-14	.
CCNC(=O)C[C@@H]1CC[C@H]2[C@H](COc3ccc(NC(=O)Nc4ccccc4Cl)cc3C(=O)N2C)O1	-1	0	7	-10	23	8	6	-5
C[C@H](CO)N1C[C@H](C)[C@@H](CN(C)C(=O)c2ccncc2)Oc2ncc(-c3ccc(F)cc3)cc2C1=O	.	.	.	-14	10	.	-21	0
C[C@H]1CN([C@@H](C)CO)S(=O)(=O)c2ccc(C3=CCCCC3)cc2O[C@@H]1CN(C)C(=O)c1ccncc1	1	0	.	5	-10	5	3	-1
CCCCC(=O)Nc1ccc(S(=O)(=O)N2CCCCC2c2cccnc2)cc1 (stereo unspecified)	2	0	19	.	-34	-4	-2	-16
COc1cc(/C=C(\C#N)C(=O)NCC2CCCO2)cc(OC)c1OC (stereo unspecified)	1	0	10	-7	-2	-4	16	-11

Copied from the results shown for reference:
SMILES	PglD inh	Cneo AK release	PAX8 reporter	PGC1a acetyl inh	INS-1E GSIS act	ARNT-TACC3 inh	LGR2 inh	Statin myotox sup
CC1CCN(C(=O)c2ncn(C)c2C(=O)N2CCC(C)CC2)CC1	4	1	-9	8	.	-17	.	1
C[C@H](CO)N1C[C@H](C)[C@H](CN(C)Cc2ccc3c(c2)OCO3)OCCCC[C@H](C)Oc2ccc(NS(=O)(=O)c3ccc(F)cc3)cc2C1=O	-5	33	19	-4	-13	0	2	.
CCOC(=O)C1=C(CS(=O)(=O)c2ccc(F)cc2)NC(=O)NC1c1ccc(O)c(O)c1 (stereo unspecified)	0	-1	-8	22	20	-3	7	5

Remaining list, next part:
SMILES	PglD inh	Cneo AK release	PAX8 reporter	PGC1a acetyl inh	INS-1E GSIS act	ARNT-TACC3 inh	LGR2 inh	Statin myotox sup
COc1ccc(CNC(=O)Cn2nc([N+](=O)[O-])cc2C)cc1	6	-1	-7	3	15	-2	11	-1
Cc1cc(C)c(C)c(S(=O)(=O)Nc2cccc(S(=O)(=O)Nc3ccccc3C(=O)O)c2)c1C	-2	2	-20	-24	-4	17	10	-2
CCCC(=O)Nc1ccc2c(c1)C(=O)N(C)C[C@@H](OC)[C@H](C)CN(Cc1ccc(F)cc1)[C@H](C)CO2	.	.	.	-56	-10	.	-2	4
Nc1ncnc2c1ncn2CCOc1ccccc1	2	3	-36	-2	.	-10	.	-5
Clc1c(-c2ccccc2)nc2ccccn12	4	-2	-120	9	2	23	-36	6
Cc1c(/C=N\NC(=O)C2(C)CC2(Cl)Cl)cnn1C (stereo unspecified)	4	7	.	.	8	-5	11	.
O=C(NCCc1ccccc1)Nc1nnc([C@H]2C[C@H](O)[C@@H](CO)O2)s1	-5	2	4	0	0	.	-5	4
O=C(Nc1ccc(Br)cc1)C1CCC(=O)N1Cc1ccccc1Cl (stereo unspecified)	-8	1	.	-17	.	-2	.	0
CCOC(=O)C1CCCN(Cc2nc(N)nc(Nc3ccc(OC)cc3)n2)C1 (stereo unspecified)	0	-2	.	1	-1	31*	.	.
Cc1nn(C)c(C)c1CN(C(=O)C1CCC(=O)N(C2CCCCCC2)C1)C(C)C (stereo unspecified)	4	7	-64	-7	6	-50	0	12
Clc1ccc(Oc2nc(N3CCOCC3)nc(N3CCOCC3)n2)c(C2CCCCC2)c1	7	0	.	8	-2	-3	14	-4
Cc1nnsc1-c1onc(C)c1C(=O)O/N=C/c1ccc(Cl)cc1	.	.	-10	2	.	0	.	-11
Cc1ccc(-c2nc(CS(=O)CC(=O)NC3CCC(C)CC3)c(C)o2)cc1 (stereo unspecified)	0	1	3	-4	.	5	-14	13
CCOc1ccccc1NC(=O)COC(=O)Cc1ccsc1	-4	3	7	5	11	-3	2	16
O=C(Nc1cccc([N+](=O)[O-])c1)c1cccc(C(=O)Nc2cccc([N+](=O)[O-])c2)c1	-4	6	17	.	-5	-4	-5	-40
CC1(C)CC(=O)C(C=NCCN2CCN(C(=O)NC34CC5CC(CC(C5)C3)C4)CC2)=C(O)C1	-7	-2	.	0	.	-1	.	-43
CO[C@H]1CN(C)C(=O)c2cc(NC(C)=O)ccc2OC[C@H](C)N(C(=O)Cc2ccccn2)C[C@H]1C	-2	-4	-9	-10	1	-4	14	3
COc1ccccc1C(=O)Nc1ccon1	-3	5	.	1	.	-3	.	7
O=C(N/N=C/c1cccnc1)c1ccc(O)cc1	2	-13	-16	.	8	-5	9	-8
O=C(O)C1CCCN(S(=O)(=O)c2ccc(Br)cc2)C1 (stereo unspecified)	-3	-1	.	3	9	-5	-2	6

Two compounds picked at random from those above:
SMILES	PglD inh	Cneo AK release	PAX8 reporter	PGC1a acetyl inh	INS-1E GSIS act	ARNT-TACC3 inh	LGR2 inh	Statin myotox sup
COc1ccccc1C(=O)Nc1ccon1	-3	5	.	1	.	-3	.	7
CO[C@H]1CN(C)C(=O)c2cc(NC(C)=O)ccc2OC[C@H](C)N(C(=O)Cc2ccccn2)C[C@H]1C	-2	-4	-9	-10	1	-4	14	3

(next part)
SMILES	PglD inh	Cneo AK release	PAX8 reporter	PGC1a acetyl inh	INS-1E GSIS act	ARNT-TACC3 inh	LGR2 inh	Statin myotox sup
O=C(Nc1ccc(N2CCOCC2)cc1)c1cc(-n2cnnc2)ccc1Cl	1	2	-9	-1	8	10	-3	-1
C[C@@H]1CN([C@H](C)CO)C(=O)Cc2cc(NC(=O)Nc3ccc(F)cc3)ccc2O[C@@H]1CN(C)S(=O)(=O)c1cn(C)cn1	.	.	-9	-10	6	.	-18	-15
N#Cc1cccc(-c2ccc3c(c2)[C@H]2[C@H](CCN2S(=O)(=O)c2ccccc2F)[C@@H](CO)N3)c1	-1	4	-18	-4	8	1	9	14
O=C(C[C@@H]1CC[C@H]2NC[C@@H](O)COC[C@@H]2O1)Nc1ccccc1	-3	1	-128	-4	9	-6	2	9
CCC(=O)N1CC[C@@H]2[C@@H](CO)Nc3ccc(-c4ccc(C(=O)N(C)C)cc4)cc3[C@@H]21	-2	8	-4	-23	9	-1	19	-23
O=C(CCSc1nnc(-c2ccncc2)o1)Nc1ccccc1Cl	-1	13	.	-11	23	6	12	-11
CN1c2ccccc2Sc2cc(N)ccc21	-10	3	11	-4	.	-21	-11	4
Cc1cccc(N2CCN(C(=O)CCNS(=O)(=O)c3ccc4c(c3)oc(=O)n4C)CC2C)c1 (stereo unspecified)	1	-2	16	8	-14	3	-2	-18
CCOc1cc(C(=O)CCC(=O)OCC(=O)NC(=O)NCC(C)C)ccc1O	4	7	8	45	15	-1	-8	-4
CNC[C@@H]1OCCCC[C@@H](C)Oc2ccc(NS(C)(=O)=O)cc2C(=O)N([C@H](C)CO)C[C@H]1C	1	0	-1	-4	23	-8	-12	-19
CCNC(=O)[C@@H]1[C@@H](CO)[C@@H]2Cn3c(ccc(/C=C/c4ccccc4)c3=O)[C@H]1N2C(C)=O	2	0	-13	-3	-3	-10	6	-1
Cn1c(N)c(C(=O)CSc2nnc(C3CC3)n2-c2ccccc2)c(=O)[nH]c1=O	3	-1	-10	5	1	0	-1	2
CSc1nc(O)c(C(c2ccc(F)cc2)c2c(O)nc(SC)[nH]c2=O)c(=O)[nH]1	6	2	-9	-8	.	.	-16	.
CCOC(=O)CSc1nnc(CNC(=O)c2cccc(C)c2)n1C	.	.	20	3	-10	10	-13	.
OCCCNc1ncnc2c1ncn2[C@H]1CN(Cc2ccco2)C[C@@H](CO)O1	-1	0	4	7	21	.	13	13
CCN(CC(=O)Nc1c(F)cccc1F)C(=O)CCSc1ccc(F)cc1	-3	-1	11	-3	0	-2	-12	18
O=C(CN1CCCCC1)NC(=O)NC1CCCCC1	1	3	-56	5	.	-19	.	5
CCN(C(=O)CSc1nnc(C(C)N(C)C)n1-c1ccc(F)cc1)C1CCS(=O)(=O)C1 (stereo unspecified)	-2	-2	-15	-1	-14	3	-2	6

Screening results (PubChem)
